CCHF vOTU inh = CCHFV vOTU protease inhibitors, primary screen, biochemical, Pep-AMC substrate, fluorescence; inhibition, % at 11.5 µM; 370,000 compounds, 0.55% hits; in the data active = inhibition above about 30%; also: 0% = vehicle wells with enzyme and 100% = no enzyme wells
Numbers without * were called inactive. Only part of the results is shown; count on the stated rates, not on these rows.

SMILES	CCHF vOTU inh
O=C(Nc1ccc(F)cc1)C(c1cccc(F)c1)N1CCN(c2cccc(C(F)(F)F)n2)CC1 (configuration not stated)	26
COC(=O)C1=C(C)N(Cc2ccc(C(F)(F)F)cc2)C(=NCc2ccc(C(F)(F)F)cc2)NC1c1cccc(F)c1 (configuration not stated)	24
CN(C)C(=O)N1CCN(C(=O)[C@H]2O[C@@H](n3ccc(N)nc3=O)[C@H](O)[C@@H]2O)CC1	-12
Nc1ccn([C@@H]2O[C@H](C(=O)N[C@H](Cc3ccccc3)C(=O)NCC(=O)N3CCOCC3)[C@@H](O)[C@H]2O)c(=O)n1	6
Cc1cc(O)cc(=O)n1-c1cc(C(F)(F)F)cc(C(F)(F)F)c1	-3
CC(=O)CC[C@H]1CC[C@]2(CCCN(C(=O)c3ccno3)C2)O1	3
C[C@@H]1CN(c2ccc(N3CCN(C(=O)OC(C)(C)C)C[C@H]3C)cc2C#N)C[C@H](C)O1	17
COC1=CC(=O)OC(c2cccc(C#N)c2)C1 (configuration not stated)	3
Cc1ccccc1CN1CCCCC(NC(=O)c2ccccc2C(F)(F)F)C1=O (configuration not stated)	4
NC1=[N+](Cc2ccccc2)C(Cc2ccccc2)C2C(=C3CCCCC3n3c(=O)n(-c4ccccc4)c(=O)n32)N1 (configuration not stated)	1
CCCCNC(=O)C1C(c2ccc(C(F)(F)F)cc2)=Nc2ccccc2N1C(C)=O (configuration not stated)	14
COc1ccc(C2C(C(=O)Nc3ccc(F)cc3F)CCC(=O)N2c2ccc(OC)cc2)cc1 (configuration not stated)	-4
CCCCc1c(-c2ccccc2OC)ncn1Cc1ccccc1F	7
Cc1cccc(C)c1NC(=O)C1C(c2ccccc2)=Nc2ccccc2N1C(=O)c1cnccn1 (configuration not stated)	0
COCCNC(=S)N(C)[C@H]1C[C@H]2c3[nH]c4c(-c5ccc6c(c5)OCO6)cccc4c3CCN2C[C@H]1[C@H](C)O	3
O=C1Nc2ccccc2C(=O)N(c2ccc3c(c2)OCCO3)C1C(=O)NC1CC1 (configuration not stated)	-8
FC(F)(F)c1ccccc1Cn1ccc2ccc(-c3ccc4ccn(Cc5ccccc5)c4c3)cc21	10
CCOC(=O)C1=C(C(=O)OCC)C2N(Cc3ccc(C#N)cc3)c3ccccc3[C@@]23C[C@@H](C(=O)OC)N(S(=O)(=O)c2ccccc2C)C3=N1 (some centres not stated)	2
O=C(N1CCOCC1)N1CC[C@H]2[C@H](CCCN2Cc2cc(F)cc(F)c2)C1	8
CCOC(=O)[C@]12CCCC=C1N(CCC1=CCCCC1)C(=O)[C@H](CC(=O)NCc1ccc(C)o1)C2	6
CC(C)CNC(=O)C1CSCCS(=O)(=O)N1Cc1ccccc1 (configuration not stated)	3
COc1cccc(-c2nnc(SCC(=O)Nc3ccc(Oc4ccccc4)cc3)n2Cc2ccco2)c1	8
Cc1cc(N/C(=C\C(=O)c2ccccc2)c2ccccc2)ccc1Br	-8
Cc1ccc(NC(=O)[C@@H]2CC(=O)O[C@@H]2c2ccccc2)c(C)c1	-2
O=C(NCCc1c[nH]c2ccccc12)OCc1cn(-c2ccc(F)cc2)nn1	5
C[C@@H]1COc2cc(N3CCSCC3)ccc2S(=O)(=O)N1C	-2
C=CCN1[C@@H](Cc2ccccc2)COc2cccc(N3CCCC3)c2S1(=O)=O	11
Cc1ccccc1CN1CCCCC(NC(=O)c2ccccc2)C1=O (configuration not stated)	-7
Cc1ccccc1CN1CCN(C(=O)[C@H]2O[C@@H](n3cnc(C(N)=O)n3)[C@H](O)[C@@H]2O)CC1	-4
CN(C)c1ccc(Cn2c(=O)n(Cc3ccc(C(=O)NCC4COC4)cc3)c(=O)c3ccccc32)cc1	-5
O=C(NCc1ccco1)C1CCCN(S(=O)(=O)c2ccccc2F)C1 (configuration not stated)	-7
CC(C)C(=O)OCCCN1CCC2(CCC(c3ccccc3)CC2)C1=O (configuration not stated)	11
CCOC(=O)[C@]12CCCC=C1N(CCC1=CCCCC1)C(=O)[C@H](CC(=O)NCC1CCCCC1)C2	8
CCNC(=O)Nc1ccc2c(c1)C(=O)N(C)[C@H]1CC[C@H](CC(=O)N[C@H](C)c3ccccc3)O[C@@H]1CO2	-7
CCCCNC(=O)c1nc(-c2cc3ccccc3[nH]2)oc1-c1cccc(C(F)(F)F)c1	8
Cc1[nH]nc2c1C(c1ccc(Br)cc1)N(Cc1ccccc1)C2=O (configuration not stated)	0
Cc1ccc(OCc2nnc(SC/C=C/c3ccccc3)n2Cc2ccco2)cc1	32*
O=C(c1cc(F)cc(F)c1)N1CCCC(c2nc(-c3cccs3)no2)C1 (configuration not stated)	-3
COC(=O)[C@]12CCCCC=C1N(Cc1ccc3c(c1)OCO3)C(=O)[C@H](CC(=O)NCc1cccc3ccccc13)C2	11
COC(=O)c1cn(CC(C)n2c(=O)c3ccccc3n2Cc2cc(C(C)C)no2)nn1 (configuration not stated)	-12
Clc1ccc(Cl)c(Cl)c1	5
Cc1ccc(S(=O)(=O)N2CCCC(C(=O)NCc3ccco3)C2)cc1 (configuration not stated)	19
CC(C)(C)NC(=O)C1C(c2ccc(C(F)(F)F)cc2)=Nc2ccccc2N1C(=O)c1cccc(C(F)(F)F)c1 (configuration not stated)	12
Cc1cc(NS(=O)(=O)c2ccc(NC(=O)CSc3nnc(-c4ccccn4)n3-c3ccccc3)cc2)nc(C)n1	-4
Nc1sccc1C(=O)N1CCN(c2ccccc2)CC1	3
Cc1cc2c(c(=O)o1)[C@@]1(C(=O)N(C)c3ccc([N+](=O)[O-])cc31)C1=C(CCCC1=O)O2	12
C=CCN=C1NC(c2cccc(C(F)(F)F)c2)C(C(=O)OC)=C(C)N1C (configuration not stated)	-6
COC(=O)c1cc(-c2cccc3ccccc23)c(=O)n2c1CCC2	-4
C[C@H]1CN(S(=O)(=O)C(C)(C)C)[C@H](CCO)/C1=C\CCO	9
Cc1cccc(C)c1NC(=O)C1(C)CSCC(=O)N1C1CCN(Cc2ccccc2)CC1 (configuration not stated)	-7
CCCCOCCCNC(=O)C[C@H]1C[C@@]2(C(=O)OCC)CCCC3=C2N(CCC3)C1=O	5
CC[C@H](CCCc1ccc(F)cc1)CN(Cc1ccc(OC)cc1)S(=O)(=O)c1ccc(C)cc1	4
c1ccc(-c2c[nH]c3ccc(OCCN4CCOCC4)c(-c4ccccc4)c23)cc1	-4
Clc1ccc([C@H]2OC[C@@]3(CNCCN4CCOCC4)CS[C@H](c4ccc(Cl)cc4)N23)cc1	5
CN(C)c1ccc(C(=O)C(=O)N2CCN(c3ccccc3)CC2)cc1	6
O=C(NCc1ccccc1)C(c1ccc(-c2ccccc2)cc1)N1CCN(C(=O)C2CCCO2)CC1 (configuration not stated)	16
COc1ccc(CNS(=O)(=O)/C=C/c2ccccc2CNC(=O)OC(C)(C)C)cc1	0
COC(=O)C1=C(C)N(Cc2cccc(C(F)(F)F)c2)C(=NCc2cc(OC)c(OC)c(OC)c2)NC1c1ccc(F)cc1 (configuration not stated)	23
O=C(NN=C/C=C/c1ccco1)c1cc(-c2ccc(Cl)cc2)n[nH]1	9
COc1ccc(C(C(=O)NC2CCCC2)n2c(-c3cccs3)nc3ccccc32)cc1 (configuration not stated)	-6

Looked up above.
Reading for O=C(N1CCOCC1)N1CC[C@H]2[C@H](CCCN2Cc2cc(F)cc(F)c2)C1 in CCHF vOTU inh: 8
Reading for COC(=O)[C@]12CCCCC=C1N(Cc1ccc3c(c1)OCO3)C(=O)[C@H](CC(=O)NCc1cccc3ccccc13)C2 in CCHF vOTU inh: 11
Reading for C[C@@H]1COc2cc(N3CCSCC3)ccc2S(=O)(=O)N1C in CCHF vOTU inh: -2
Reading for Cc1cccc(C)c1NC(=O)C1C(c2ccccc2)=Nc2ccccc2N1C(=O)c1cnccn1 (configuration not stated) in CCHF vOTU inh: 0
Reading for Cc1cccc(C)c1NC(=O)C1(C)CSCC(=O)N1C1CCN(Cc2ccccc2)CC1 (configuration not stated) in CCHF vOTU inh: -7
Reading for CCOC(=O)[C@]12CCCC=C1N(CCC1=CCCCC1)C(=O)[C@H](CC(=O)NCc1ccc(C)o1)C2 in CCHF vOTU inh: 6

Rewritten as labelled records: part of the list above.
SMILES: c1ccc(-c2c[nH]c3ccc(OCCN4CCOCC4)c(-c4ccccc4)c23)cc1
  CCHF vOTU inh = -4
SMILES: Clc1ccc([C@H]2OC[C@@]3(CNCCN4CCOCC4)CS[C@H](c4ccc(Cl)cc4)N23)cc1
  CCHF vOTU inh = 5

Remaining list, next part:
SMILES	CCHF vOTU inh
COC(=O)C1=C(C)N(C)C(=NCc2ccccc2)NC1c1ccccc1C(F)(F)F (configuration not stated)	2
O=C(N[C@@H](Cc1cccnc1)C(=O)N1CCC[C@H]1C(=O)NCCc1ccccc1Cl)C1CC1	-12
CCCC(=O)OC[C@H]1CN(C2CCCC2)S(=O)(=O)c2c(Oc3ccc(F)cc3OC)cccc2O1	9
CCOC(=O)C1=CCN(S(=O)(=O)c2ccccc2Cl)C1c1ccc(Cl)cc1 (configuration not stated)	5
CCN(CC)C(=O)CC[C@@H]1CC[C@]2(CCCN(S(=O)(=O)C3CCCCC3)C2)O1	-1
Cc1cc(Br)cn2c(Cc3ccccc3C(F)(F)F)c(-c3ccc(F)cc3)nc12	24
Cc1ccc(-c2cc(C#N)c3n(c2=O)CCC3)cc1	-6
CN(C)S(=O)(=O)c1cccc(C(=O)N/N=C\c2ccc(-c3ccccn3)cc2)c1	-5
Oc1cccc(N2CCN(c3cccc(O)c3)CC2)c1	2
COC(=O)[C@]12C[C@H](CC(=O)NCCC(C)C)C(=O)N(Cc3ccco3)C1=C[C@H](C(C)(C)C)O[C@@H]2C	18
O=C1c2ccccc2/C(=C\c2ccc(O[C@@H]3CCCCO3)cc2)N1c1ccccc1	-4
COC(=O)[C@@]12C[C@@H](CC(=O)N3CCN(C(=O)c4ccco4)CC3)C(=O)N(CCc3ccc(OC)c(OC)c3)C1=CCC(C)(C)C2	1
Cc1cccc(C(=O)Nc2c(-c3ccc(C(F)(F)F)cc3)nc3ncccn23)c1	15
COC(=O)[C@]12C[C@H](CC(=O)NCc3ccccc3)C(=O)N(Cc3ccco3)C1=C[C@H](COCc1ccccc1)O[C@@H]2C	15
CN(CCO)c1cccc2c1S(=O)(=O)N(Cc1cn(Cc3ccc(C(F)(F)F)cc3)nn1)Cc1ccccc1O2	12
COC(=O)[C@H](C(C)C)N(CCc1cn(Cc2ccccc2)nn1)S(=O)(=O)c1ccccc1Br	10
C=CCn1c(COc2ccc(C)cc2)nnc1SCC(=O)Nc1cc(Cl)cc(Cl)c1	16
COc1ccc(CN2C(C(=O)NC3CCCC3)CSCCS2(=O)=O)cc1 (configuration not stated)	5
COC(=O)c1cc2c(c3c4cc(OC)ccc4n(S(C)(=O)=O)c13)C(=O)N(C)C2	3
CC(C)CN(CC(C)C)C(=O)CSc1nc2cccnc2n1C	-9
C=CCN1[C@@H](Cc2ccccc2)COc2cccc(F)c2S1(=O)=O	1
CCOC(=O)CC[C@@]1(C(=O)OCC)C[C@@H](CC(=O)NCCCOC)C(=O)N2CCCC=C21	-4
O=C(C1CC1)N1CCc2cc(Br)c(S(=O)(=O)NCCCN3CCCCC3)cc21	-1
CC(C)c1cc(C(C)C)c(S(=O)(=O)N2CCC(c3cn4ccccc4n3)CC2)c(C(C)C)c1	16
O=C1Nc2ccccc2C(=O)N(C2CCCC2)C1C(=O)NC1CC1 (configuration not stated)	2
COc1ccc(OC)c(S(=O)(=O)N2CCC(C(=O)NCc3cccs3)CC2)c1	1
CC(C)C[C@H]1COc2cc(NCCCN3CCOCC3)ccc2S(=O)(=O)N1	-4
Cc1ccccc1C(=O)NCCN1CCC2(CC1)C(=O)NCN2c1ccccc1	5
CC(C)(C)c1ccc(S(=O)(=O)N2CCCC(C(=O)NCc3ccco3)C2)cc1 (configuration not stated)	2
C#CCNC(=O)C[C@H]1C[C@@]2(C(=O)OC)C(=C[C@H](C(C)(C)C)O[C@@H]2C)N(CCc2ccc(OC)c(OC)c2)C1=O	4
C=C(C)C1CC23C(=O)C4(C(=O)c5ccccc5)C[C@@]5(C)CCC(CC2C1(C)C)(C4=O)C35OC (some centres not stated)	8
COc1ccc(C2CC(=O)C(c3ccc(Cl)cc3)=CN2Cc2ccccc2)cc1 (configuration not stated)	7
CC(=O)OC12CCCN(C1)/C(=C/c1ccncc1)C2 (configuration not stated)	-2
O=C(NCc1ccccc1)C(c1ccncc1)n1c(=O)c(-c2ccccc2)nc2ccccc21 (configuration not stated)	-31
COc1ccc(OC)c(C(=O)CSc2nnc(SCc3cccc4ccccc34)s2)c1	-3
Cc1cc(C)c(C2=NOC3c4ccccc4OCC23)c(C)c1 (configuration not stated)	-1

Reformatted: three of the compounds above.
Molecule | CCHF vOTU inh
C#CCNC(=O)C[C@H]1C[C@@]2(C(=O)OC)C(=C[C@H](C(C)(C)C)O[C@@H]2C)N(CCc2ccc(OC)c(OC)c2)C1=O | 4
C=C(C)C1CC23C(=O)C4(C(=O)c5ccccc5)C[C@@]5(C)CCC(CC2C1(C)C)(C4=O)C35OC (some centres not stated) | 8
COc1ccc(C2CC(=O)C(c3ccc(Cl)cc3)=CN2Cc2ccccc2)cc1 (configuration not stated) | 7

More compounds:
SMILES	CCHF vOTU inh
O=S(=O)(c1ccccc1)N1CCCc2nc(-c3ccc(Br)cc3)ccc21	1
Cc1ccccc1CN1[C@@H](C)[C@H](c2ccccc2)Oc2cccc(NCCc3ccccc3)c2S1(=O)=O	18
CC1(c2nnnn2Cc2ccccc2)CN(S(C)(=O)=O)CC(=O)N1Cc1cccs1 (configuration not stated)	5
CC(C)(C)C(=O)N1CCC[C@]2(CC[C@H](CCC#N)O2)C1	-3
CCCCN1CC(=O)N2[C@H](C[C@@]3(C)c4ccccc4N(S(=O)(=O)c4ccccc4)[C@@H]23)C1=O	-3
Nc1ncnc(N)c1NC(=O)c1ccccc1	7
O=C(NCCN1CCC(Cc2ccccc2)CC1)C1CCCN(S(=O)(=O)c2ccc([N+](=O)[O-])cc2)C1 (configuration not stated)	4
Cc1ccc(-n2c(SCC(=O)Nc3ccc4c(c3)OCCO4)nnc2-c2ccccn2)cc1	-3
C=CCN(CC#Cc1ccc(C)cc1)Cc1ccc(OC)cc1OC	0
O=C(NCc1ccc(Cl)cc1)C1CCCN(c2ncccn2)C1 (configuration not stated)	-3

Source: PubChem (The Scripps Research Institute Molecular Screening Center)
